# LYP inhibition – inhibitors of LYP phosphatase, biochemical, fluorescence intensity, uHTS (AID 1779); recombinant LYP phosphatase, fluorescence intensity; higher % means a stronger effect; one-dose inhibition, % at 11.5 µM; IC50 in µM for titrated hits; 290,000 compounds, 0.054% hits; in the data active = inhibition above about 50%;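 also: plate controls were vehicle with enzyme for no effect and no enzyme for full effect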
# Rac1 GTP hydrolysis – MgcRacGAP GTPase-activating activity inhibitors, confirmation, biochemical, ADP Hunter fluorescence | MgcRacGAP-stimulated Rac1 GTP hydrolysis, ADP Hunter fluorescence; higher % means a stronger effect; GST-tagged Rac1 F28L mutant substrate | 340,000 compounds, 0.6% hits | Rac GTPase-activating protein 1 (Homo sapiens) | inhibition, % at 30 µM, or IC50 in µM where a hit was titrated;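 active = first-screen hits whose inhibition reached a set limit at any dose in the follow-up dose series; inconclusive = inhibition above the set first-screen limit but never retested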;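 also: fluorescence reports GDP produced by GAP-driven GTP hydrolysis; strong numbers were not always called active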
# RSV CPE inhibition – RSV antiviral activity via CPE protection, HEp-2 cells, primary 10 µM value included (AID 2391); HEp-2 cells, RSV-induced CPE inhibition; higher % means a stronger effect; CPE inhibition, % at 10 µM; hits with a dose series show IC50 in µM; 310,000 compounds, 0.13% hits; in the data active = a potency from the dose series; inconclusive = CPE inhibition mostly from about 23% at the one dose, without a potency; inactive = the rest, 99 in 100 with CPE inhibition below about 21%; also: strong numbers were not always called active
# AID2073 – inhibitors of Mint1-CaV2.2 protein interaction, biochemical, HTRF (AID 2073) | Voltage-dependent N-type calcium channel subunit alpha-1B (Homo sapiens) | HTRF protein-protein interaction, Mint1-CaV2.2; higher % means a stronger effect | inhibition, % at 20 µM; hits with a dose series show IC50 in µM | 290,000 compounds, 0.19% hits; in the data active = inhibition mostly above about 51%, no sharp cut-off; inconclusive = no clear call, values can overlap the other calls; inactive = mostly below about 53%; also: some results filed as inactive read as strong as hits
# Dengue-2 NS5 capping – Dengue-2 NS5 methyltransferase inhibitors, primary screen, biochemical, confirmation dose response (AID 588689) | inhibition, % at 25 µM; hits with a dose series show IC50 in µM | 340,000 compounds, 0.3% hits | Genome polyprotein (Dengue virus type 2 (strain 16681-PDK53)) | Dengue-2 NS5 methyltransferase capping enzyme assay, biochemical; higher % means a stronger effect; in the data active = a potency from the dose series; inconclusive = inhibition above about 29% without an active follow-up result
# SIAH1 antagonists – Siah-1 peptide-binding antagonists, primary screen, biochemical, fluorescence polarization, rhodamine-plectin, uHTS (AID 1817). E3 ubiquitin-protein ligase SIAH1 (Homo sapiens). Siah-1 / rhodamine-plectin peptide fluorescence polarization; higher % means a stronger effect. one-dose displacement, % at 20 µM; IC50 in µM for titrated hits. 290,000 compounds, 0.02% hits;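 active = displacement of at least 50% at 20 µM, with a fluorescence ratio check between 0.3 and a set limit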;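 also: plate controls were Siah plus tracer with DMSO for no effect and tracer alone without Siah for full effect; strong numbers were not always called active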
# SV40 large T antigen – SV40 large T antigen inhibitors, biochemical (AID 1903) | SV40 large T antigen ATPase/helicase inhibition assay; higher % means a stronger effect | inhibition, % at 20 µM, or IC50 in µM where a hit was titrated | 310,000 compounds, 0.39% hits; in the data active = a potency from the dose series; inconclusive = inhibition mostly from about 32% at the one dose, without a potency; inactive = the rest, 99 in 100 with inhibition below about 32%; also: strong numbers were not always called active
# HIV fusion peptide – inhibitors of HIV fusion peptide binding, primary screen, biochemical, uHTS, fluorescence dequenching (AID 1986); cell-free peptide binding, fluorescence dequenching, 30 min; higher % means a stronger effect; inhibition, % at 20 µM, or IC50 in µM where a hit was titrated; 290,000 compounds, 0.3% hits; in the data active = inhibition mostly above about 52%, no sharp cut-off; inactive = mostly below about 76%; also: some results filed as inactive read as strong as hits
# XIAP antagonists – XIAP antagonists, biochemical, IAP family, fluorescence polarization (AID 1018); E3 ubiquitin-protein ligase XIAP (Homo sapiens); XIAP BIR domain, fluorescence polarization peptide displacement; higher % means a stronger effect; displacement, % at 20 µM, or IC50 in µM where a hit was titrated; 200,000 compounds, 0.007% hits; in the data active = displacement above about 50%; also: a part of the inactive calls stands beside numbers as strong as those of hits
# * marks the source's active call; other numbers are inactive results; ? = inconclusive; . = not tested or not shown; & = joins results of further samples; ! = repeats disagree. An excerpt, so the mix of outcomes need not match the whole.
# A first look (10 entries):
# Codes – A = LYP inhibition; B = Rac1 GTP hydrolysis; C = RSV CPE inhibition; D = AID2073; E = Dengue-2 NS5 capping; F = SIAH1 antagonists; G = SV40 large T antigen; H = HIV fusion peptide; I = XIAP antagonists
[1] Cc1nc2ccccn2c(=O)c1CCN1CCC(C(=O)c2ccc(F)cc2)CC1
  A = -2.3% | B = 5.1% | C = -1.5% | D = 5.8% | E = ? | F = -3.1% | G = 12.2% | H = -1.4% | I = -13.9%
[2] CN1CCOC(c2ccccc2)c2ccccc2C1 (stereo not given)
  A = -11.6% | B = 7.1% | C = -3.2% | D = 3.2% | E = -4.4% | F = 10.8% | G = 12.2% | H = -0.3% | I = .
[3] CC(=O)c1ccc(S(=O)(=O)NC(=O)NC2CCCCC2)cc1
  A = . | B = 1.9% | C = 0.9% | D = . | E = 1.5% | F = . | G = 14.4% | H = . | I = .
[4] C/C=C(/C)C(=O)O[C@@H]1c2c(ccc3ccc(=O)oc23)OC(C)(C)[C@@H]1OC(=O)/C(C)=C\C
  A = 1.5% | B = 8.2% | C = 8.0% | D = -4.4% | E = -7.0% | F = 1.1% | G = 17.1% | H = 2.9% | I = -15.8%
[5] CC(C(=O)O)c1ccc(C(=O)c2cccs2)cc1 (stereo not given)
  A = . | B = -1.1% | C = -2.4% | D = . | E = -0.8% | F = . | G = 2.8% | H = . | I = .
[6] CC12CCC(CC1)C(C)(C)O2
  A = . | B = 2.5% | C = 2.6% | D = . | E = -0.7% | F = . | G = 1.1% | H = . | I = .
[7] CCOC(=O)c1ccc(N)cc1
  A = . | B = 5.8% | C = -0.8% | D = . | E = -3.7% | F = . | G = 9.7% | H = . | I = .
[8] CCc1cc(=O)oc2c(CNC(Cc3ccccc3)C(=O)O)c(O)ccc12 (stereo not given)
  A = -20.4% | B = . | C = 0.5% | D = 17.6% | E = . | F = 1.2% | G = 1.5% | H = -2.6% | I = .
[9] O=S(=O)(c1cccc2cnccc12)N1CCCNCC1
  A = -3.5% | B = 10.7% | C = -2.2% | D = -6.1% | E = -0.7% | F = 0.3% | G = 8.0% | H = 1.9% | I = -2.5%
[10] OCCN1CCN(CCCN2c3ccccc3Sc3ccc(Cl)cc32)CC1
  A = -6.4% | B = 31.9% | C = -1.0% | D = 5.1% | E = -4.5% | F = 10.3% | G = ? | H = -1.0% | I = -5.9%

# Main list (from the top)
# Codes – A = LYP inhibition; B = Rac1 GTP hydrolysis; C = RSV CPE inhibition; D = AID2073; E = Dengue-2 NS5 capping; F = SIAH1 antagonists; G = SV40 large T antigen; H = HIV fusion peptide; I = XIAP antagonists
[1] Cc1nc2ccccn2c(=O)c1CCN1CCC(C(=O)c2ccc(F)cc2)CC1
  A = -2.3% | B = 5.1% | C = -1.5% | D = 5.8% | E = ? | F = -3.1% | G = 12.2% | H = -1.4% | I = -13.9%
[2] CN1CCOC(c2ccccc2)c2ccccc2C1 (stereo not given)
  A = -11.6% | B = 7.1% | C = -3.2% | D = 3.2% | E = -4.4% | F = 10.8% | G = 12.2% | H = -0.3% | I = .
[3] CC(=O)c1ccc(S(=O)(=O)NC(=O)NC2CCCCC2)cc1
  A = . | B = 1.9% | C = 0.9% | D = . | E = 1.5% | F = . | G = 14.4% | H = . | I = .
[4] C/C=C(/C)C(=O)O[C@@H]1c2c(ccc3ccc(=O)oc23)OC(C)(C)[C@@H]1OC(=O)/C(C)=C\C
  A = 1.5% | B = 8.2% | C = 8.0% | D = -4.4% | E = -7.0% | F = 1.1% | G = 17.1% | H = 2.9% | I = -15.8%
[5] CC(C(=O)O)c1ccc(C(=O)c2cccs2)cc1 (stereo not given)
  A = . | B = -1.1% | C = -2.4% | D = . | E = -0.8% | F = . | G = 2.8% | H = . | I = .
[6] CC12CCC(CC1)C(C)(C)O2
  A = . | B = 2.5% | C = 2.6% | D = . | E = -0.7% | F = . | G = 1.1% | H = . | I = .
[7] CCOC(=O)c1ccc(N)cc1
  A = . | B = 5.8% | C = -0.8% | D = . | E = -3.7% | F = . | G = 9.7% | H = . | I = .
[8] CCc1cc(=O)oc2c(CNC(Cc3ccccc3)C(=O)O)c(O)ccc12 (stereo not given)
  A = -20.4% | B = . | C = 0.5% | D = 17.6% | E = . | F = 1.2% | G = 1.5% | H = -2.6% | I = .
[9] O=S(=O)(c1cccc2cnccc12)N1CCCNCC1
  A = -3.5% | B = 10.7% | C = -2.2% | D = -6.1% | E = -0.7% | F = 0.3% | G = 8.0% | H = 1.9% | I = -2.5%
[10] OCCN1CCN(CCCN2c3ccccc3Sc3ccc(Cl)cc32)CC1
  A = -6.4% | B = 31.9% | C = -1.0% | D = 5.1% | E = -4.5% | F = 10.3% | G = ? | H = -1.0% | I = -5.9%
[11] Oc1ccc(/C=C/c2cc(O)cc(O)c2)cc1
  A = 1.0% | B = ? | C = -2.9% | D = 8.1% | E = -2.2% | F = 0.3% | G = 26.2µM*! | H = 0.1% | I = 3.0%
[12] CCOc1ccc(NC(=O)Cn2cc(C(=O)c3ccco3)c3ccccc32)cc1
  A = 2.3% | B = 12.7% | C = 0.1% | D = 8.5% | E = 0.7% | F = -0.7% | G = 1.2% | H = 2.3% | I = -21.2%
[13] O=C(CCN1CCC(c2ccccc2)C1)c1ccc2c(c1)OCCO2 (stereo not given)
  A = -1.7% | B = 4.8% | C = -1.0% | D = -6.4% | E = -5.1% | F = 6.6% | G = 29.7%&24.7% | H = 0.4% | I = -0.8%
[14] CCCNC(C)C(=O)Nc1c(C)csc1C(=O)OC (stereo not given)
  A = . | B = 6.8% | C = 0.8% | D = . | E = 2.9% | F = . | G = 8.9% | H = . | I = .
[15] C=CC1=C(C(=O)O)N2C(=O)[C@@H](NC(=O)/C(=N\O)c3csc(N)n3)[C@H]2SC1 (stereo in doubt)
  A = . | B = 9.8% | C = -1.2% | D = . | E = -4.4% | F = . | G = 21.4% | H = . | I = .
[16] OC(C#CCN1CCCC1)(c1ccccc1)c1ccccc1
  A = -5.0% | B = 7.2% | C = 1.3% | D = -5.5% | E = 3.6% | F = 3.4% | G = 23.6% | H = 0.1% | I = .
[17] CN(C)CCOC(C)(c1ccccc1)c1ccccn1 (stereo not given)
  A = 0.4%&-6.1% | B = 0.8% | C = 0.9% | D = 6.5%&9.4% | E = 4.5% | F = 5.3%&2.4% | G = 6.7%&25.1%&2.9% | H = -1.5%&-1.1% | I = -6.4%&-3.2%
[18] CCN(CC)CCNC(=O)c1cc(Cl)c(N)cc1OC
  A = -2.9% | B = 6.0% | C = -1.2% | D = 0.4% | E = 0.7% | F = -1.8% | G = 19.8%&7.9% | H = -0.5% | I = -1.4%
[19] C[C@]12CCC(=O)C=C1CC[C@@H]1[C@@H]2CC[C@@]2(C)[C@H]1CC[C@]2(O)C(=O)CO
  A = -4.2% | B = -4.1% | C = 1.3% | D = 8.5% | E = -0.8% | F = 1.9% | G = 4.1% | H = 0.5% | I = -13.6%
[20] COc1cc2c(c(OC)c1OC)-c1c(cc3c(c1OC)OCO3)[C@@H](OC(C)=O)[C@H](C)[C@H](C)C2
  A = -2.4% | B = 15.7% | C = 2.0% | D = 0.3% | E = -2.0% | F = 10.7% | G = 4.5% | H = 0.4% | I = .
[21] CCC(C)n1ncn(-c2ccc(N3CCN(c4ccc(OCC5COC(Cn6cncn6)(c6ccc(Cl)cc6Cl)O5)cc4)CC3)cc2)c1=O (stereo not given)
  A = -5.1% | B = 3.1% | C = 38.3% | D = 21.0% | E = -6.6% | F = 3.9% | G = -2.0%&10.8% | H = -1.6% | I = -2.1%
[22] CCN(CC)CCOC(=O)C1(c2ccccc2)CCCC1
  A = -8.1% | B = 4.8% | C = -0.2% | D = -1.8% | E = -2.1% | F = 0.3% | G = -0.8% | H = 0.8% | I = -1.5%

# Bioassay records from PubChem.
